# NR2E3 ag-1: NR2E3 agonists in two-hybrid cells, primary screen, cell-based, luminescence, CHO-S, Gal4-NCOR/VP16-NR2E3. luciferase. inhibition of corepressor binding, % at 3.98 µM. 0.35% of 360,000 active. AID 602229, 2012;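 active means inhibition above the mean of all tested compounds plus 3 SD, cut at about 70% in these data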;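 further: 0% = DMSO with NR2E3 transfected cells and 100% = cells lacking NR2E3 construct; higher means lower luciferase signal from less NR2E3 corepressor binding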
# Target sequence (Q9Y5X4 whole entry, looked up, the tested form may be a part): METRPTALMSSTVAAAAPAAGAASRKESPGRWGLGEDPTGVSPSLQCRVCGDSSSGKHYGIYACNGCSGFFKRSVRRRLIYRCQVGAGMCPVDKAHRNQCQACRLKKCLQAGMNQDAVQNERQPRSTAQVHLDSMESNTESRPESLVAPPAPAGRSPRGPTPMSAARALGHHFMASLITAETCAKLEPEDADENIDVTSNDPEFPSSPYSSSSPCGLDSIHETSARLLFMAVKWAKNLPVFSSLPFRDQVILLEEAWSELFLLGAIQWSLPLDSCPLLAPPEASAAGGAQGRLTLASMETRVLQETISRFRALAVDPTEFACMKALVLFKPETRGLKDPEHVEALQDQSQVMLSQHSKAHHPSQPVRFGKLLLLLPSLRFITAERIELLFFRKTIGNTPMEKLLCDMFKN
# Peg3 promoter: Peg3 promoter-driven luciferase inhibitors, primary screen, cell-based, HeLa, luciferase luminescence; inhibition, % at 20 µM; HeLa PEG-Prom luciferase reporter, overnight; 1.7% of 360,000 active;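 active means inhibition of at least 50% at 20 µM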
# m5-HT2A agonist: mouse Htr2a agonists via beta-arrestin recruitment, primary screen, cell-based, luminescence | 5-hydroxytryptamine receptor 2A (Mus musculus), P35363 | CHO-K1 mHTR2A beta-arrestin complementation; percent of 30 µM serotonin response | activation, % at 7.6 µM | 0.66% of 360,000 active | AID 624169, 2012;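 active means activation above a run cutoff, the mean activation of all tested compounds plus 3 SD, cut at about 14% in these data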;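 further: 0% = plate median of compound wells and 100% = 30 µM serotonin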
# Target sequence (P35363 whole entry, looked up): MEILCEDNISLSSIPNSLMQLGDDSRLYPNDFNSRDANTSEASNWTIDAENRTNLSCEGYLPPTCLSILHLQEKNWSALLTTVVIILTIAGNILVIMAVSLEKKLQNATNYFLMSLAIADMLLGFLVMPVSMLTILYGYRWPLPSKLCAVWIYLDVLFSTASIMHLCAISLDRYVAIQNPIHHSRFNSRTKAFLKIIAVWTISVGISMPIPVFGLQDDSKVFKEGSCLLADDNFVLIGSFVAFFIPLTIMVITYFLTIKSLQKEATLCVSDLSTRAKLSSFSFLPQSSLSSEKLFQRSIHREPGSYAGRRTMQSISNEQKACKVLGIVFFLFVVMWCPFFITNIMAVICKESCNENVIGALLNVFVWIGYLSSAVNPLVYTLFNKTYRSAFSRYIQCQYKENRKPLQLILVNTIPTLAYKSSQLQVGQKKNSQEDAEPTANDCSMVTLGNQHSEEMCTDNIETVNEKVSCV
# HIF-2a inh: HIF-2a reporter inhibitors, primary screen, luminescence, 786-0 RCC cells. 786-0 RCC cells HIF-2a reporter, luciferase luminescence, overnight. inhibition, % at 18.8 µM. 0.72% of 360,000 active. AID 624352, 2012;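 active means inhibition of the luminescence signal of 40% or more relative to plate controls, in a single-dose primary screen at 18.75 µM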
# TRPM1 prom inh: inhibitors of MITF-dependent TRPM1 promoter reporter, primary screen, cell-based, SK-MEL-5, single point, luciferase; SK-MEL-5 TRPM1 promoter luciferase, 24 h; inhibition, % at 12.5 µM; 0.83% of 330,000 active;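 active means mean inhibition across replicates of 60% or more, whatever share of single replicates reaches that level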; further: values of inactives mirror those of a sister screen read the other way
# CaV13 FRET inh: Disruptors of the CACNA1D IQ motif to Ca2+-dependent inactivation inhibitor domain association, primary screening, Förster resonance energy transfer in intact living …. inhibition, % at 12.3 µM. HEK cells, CFP/YFP FRET ICDI-IQ, plate reader, 10 min; percent FRET-ratio fall versus neutral wells. 0.098% of 340,000 active. AID 743397;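 active means mean replicate inhibition of at least 30% and at least 1% of replicates passing that level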;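 further: 0% = median of the neutral control wells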
# PDI turbidity: inhibitors of human PDI, primary screen, biochemical, turbidity, single point, plate reader; Protein disulfide-isomerase (Homo sapiens), P07237; PDI insulin aggregation turbidity, A650, 90 min; inhibition, % at 10 µM; 0.052% of 350,000 active; AID 588391, 2011;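 active means mean inhibition across replicates of 30% or more, whatever share of single replicates reach that level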;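 further: absorbance from insulin aggregation driven by PDI reduction with DTT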
# Shn3 3UTR inh: reduction of Shn3 3'UTR firefly luciferase signal, primary screen, Schnurri-3 inhibitor project, cell-based, Clone20 osteoblasts, set 2; Clone20 osteoblast Shn3 3'UTR firefly luciferase, 24 h; inhibition, % at 12.5 µM; 0.52% of 360,000 active; AID 588674, 2011;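 active means mean inhibition of at least 75% with every replicate also reaching 75%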;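 further: 0% = median of neutral control wells and 100% = pilot-screen positive control compound; some compounds past the cut are filed as inactive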
# iPSC survival up: enhancers of single-cell hiPSC survival, primary screen, ATPlite luminescence; 100% = ROCK inhibitor wells, 0% = DMSO; survival enhancement, % at 20 µM; 0.044% of 360,000 active; AID 602274, 2012; in the data active means survival enhancement above about 18%;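 further: cells exposed to compounds for 16 hours before the ATP read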
# H9c2 protect: cardioprotection against H2O2-induced cell death, primary screen, uHTS, H9c2 cells, ATPLite luminescence. H9c2 cardiomyocytes, H2O2 injury protection, 2 h. protection from H2O2 cell death, % at 20 µM. 0.63% of 360,000 active;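 active means compounds giving at least 50% protection of heart cells from peroxide-induced death in the single-dose screen, raw or plate-pattern-corrected value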;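 further: 0% = DMSO wells with peroxide and 100% = DMSO wells without peroxide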
# NR2E3 ag-2: inhibitors of NR2E3-RetCOR corepressor binding, primary screen, NR2E3 agonist project, biochemical, TR-FRET, GST-NR2E3, biotin-RetCOR; 0.12% of 320,000 active; 1536-well; Photoreceptor-specific nuclear receptor (Homo sapiens), Q9Y5X4; AID 2300, 2010; inhibition of corepressor binding, % at 4.78 µM;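 active means percent inhibition above the cutoff of mean plus 3 SD of all tested compounds, set per screening campaign, cut at about 20% in these data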;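 further: 0% = DMSO wells and 100% = biotin wells as full block of FRET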
#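 system = GST-tagged NR2E3 plus biotinylated RetCOR corepressor | input = 1.35 nM GST-NR2E3 | also added = 7 nM biotin-RetCOR | schedule = 5 h incubation at 4 °C | measured by = TR-FRET with europium anti-GST and streptavidin-D2, 340 nm excitation | read-out = percent loss of FRET ratio relative to control wells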
# Numbers without * were called inactive; . = not tested or not shown.
SMILES,NR2E3 ag-1,Peg3 promoter,m5-HT2A agonist,HIF-2a inh,TRPM1 prom inh,CaV13 FRET inh,PDI turbidity,Shn3 3UTR inh,iPSC survival up,H9c2 protect,NR2E3 ag-2
COc1cc(/C=C(\C#N)c2nc3ccc(C)cc3[nH]2)cc([N+](=O)[O-])c1O,-141,-116,3,-207,-19,-5,-2,-64,0.7,3,.
CS(=O)(=O)N1c2ccccc2[C@]2(Br)C[C@H]3C(=O)N[C@@H](Cc4ccccc4)C(=O)N3[C@H]12,-18,12,-2,12,2,-11,12,0,0.1,6,-1
CC(=O)Nc1ccc(NC(=O)C(c2ccccc2)c2ccccc2)cc1,-14,13,0,16,1,-5,11,-12,1.3,-6,4
Cc1occc1C(=O)NCc1cccs1,-11,2,3,11,10,.,7,-11,1.9,8,2
O=C(OCC(=O)N1CCN(c2ccccc2)CC1)c1nc(Cl)ccc1Cl,-59,14,-7,8,11,-6,5,-5,-0.4,-2,0
CCOC(=O)C1(C)Oc2ccccc2C(C(=O)OC)=C1C(=O)OC (stereo not drawn),0,-3,20*,13,3,-7,-10,10,2.0,4,.
COCc1cc(C)n(CC(=O)Nc2cccc(C)c2)c(=O)c1C#N,8,12,-5,11,-19,-6,12,0,-0.2,18,6
COC(=O)c1ccc(COC(=O)c2cnccn2)cc1,8,8,2,9,-6,-4,0,-5,-0.3,11,-2
CSc1nc(C)cc(OCCNS(=O)(=O)c2ccc(C)cc2)n1,31,22,-1,-10,9,-9,-4,7,7.2,-2,7
Cc1ccc(S(=O)(=O)N2CCCCC2)cc1NC(=O)C1CC(=O)N(Cc2ccccc2)C1 (stereo not drawn),-18,20,-5,15,5,-7,11,16,0.6,1,-3
Cc1cccc(Cl)c1OCCN1CCCC1,-12,5,-2,14,13,2,2,-16,0.0,-3,8
O=C(CN1C(=O)C2C3C=CC(C4CC34)C2C1=O)Oc1ccccc1 (stereo not drawn),2,2,-3,18,-4,-15,-1,-2,-2.3,-1,1
c1ccc(-c2cc(N3CCCCC3)c3ccccc3n2)cc1,-30,12,-1,13,1,2,1,24,-1.0,-6,3
COC(=O)c1ccc(CSc2nnc(-c3c[nH]c4ccccc34)n2C)o1,-21,0,3,-10,-3,-7,.,6,-1.1,1,9
Cc1ccc(NC(=O)CSc2nc(=O)n(Cc3ccncc3)c3c2CCC3)c(C)c1,-8,-19,0,4,2,-2,-1,-20,2.2,-6,-2

# 5 structures already listed, sorted by SMILES length, largest number first:
SMILES,NR2E3 ag-1,Peg3 promoter,m5-HT2A agonist,HIF-2a inh,TRPM1 prom inh,CaV13 FRET inh,PDI turbidity,Shn3 3UTR inh,iPSC survival up,H9c2 protect,NR2E3 ag-2
Cc1ccc(NC(=O)CSc2nc(=O)n(Cc3ccncc3)c3c2CCC3)c(C)c1,-8,-19,0,4,2,-2,-1,-20,2.2,-6,-2
O=C(CN1C(=O)C2C3C=CC(C4CC34)C2C1=O)Oc1ccccc1 (stereo not drawn),2,2,-3,18,-4,-15,-1,-2,-2.3,-1,1
CSc1nc(C)cc(OCCNS(=O)(=O)c2ccc(C)cc2)n1,31,22,-1,-10,9,-9,-4,7,7.2,-2,7
c1ccc(-c2cc(N3CCCCC3)c3ccccc3n2)cc1,-30,12,-1,13,1,2,1,24,-1.0,-6,3
COC(=O)c1ccc(COC(=O)c2cnccn2)cc1,8,8,2,9,-6,-4,0,-5,-0.3,11,-2

# (more compounds)
SMILES,NR2E3 ag-1,Peg3 promoter,m5-HT2A agonist,HIF-2a inh,TRPM1 prom inh,CaV13 FRET inh,PDI turbidity,Shn3 3UTR inh,iPSC survival up,H9c2 protect,NR2E3 ag-2
CN(CC(=O)Nc1nc2ccccc2s1)S(=O)(=O)c1ccccc1,-84,-128,-1,-136,-20,.,5,.,-0.6,-12,0
O=C(COC(=O)c1ccc2c(c1)C(=O)N(c1cccc3ncccc13)C2=O)c1ccc(Cl)cc1,4,13,10,0,48,9,-1,-1,1.9,-6,1
O=c1c2[nH]c3ccccc3c2ncn1Cc1ccco1,-15,-54,-2,-51,-20,-5,12,0,0.9,1,2
COc1ccccc1OCC(=O)Nc1cccc(-c2nc3ccccc3o2)c1,-131,-79,6,-154,-6,-8,-6,-24,0.7,12,2
CCC1=C/C(=C/N(C)c2ccccc2)C(=O)S1,-3,-83,0,-47,-8,-8,-11,-12,0.4,0,-2
CCOC(=O)c1nn(-c2sc(C(=O)OC)c(C)c2C(=O)OC)cc1O,-22,8,3,5,-5,-8,-1,11,1.1,5,0
O=C(COC(=O)CNS(=O)(=O)c1c(Cl)cccc1Cl)Nc1ccccc1Sc1ccccc1,-13,20,-4,17,2,-5,-1,7,0.5,-2,0
O=C(Cc1cccs1)N(c1ccc(Cl)cc1)C1C=CS(=O)(=O)C1 (stereo not drawn),-13,-2,-3,-1,-1,-6,1,0,1.5,1,4
Cc1ccc(-c2nc3ncccc3o2)cc1NC(=O)c1ccco1,-15,-19,3,3,-21,-4,11,-4,0.2,1,0
COC(=O)Nc1ccc(S(=O)(=O)Nc2ccc(C(=O)O)cc2)cc1,-19,12,-3,5,-11,-4,-4,-5,0.3,1,5
Cc1ccc(N2CCN(S(=O)(=O)N(C)C)CC2)c(C)c1,2,2,-1,-20,-12,-5,.,-29,2.0,-4,2
COc1cccc(-c2noc(C3CCCN(C(=O)c4ccccc4OC)C3)n2)c1 (stereo not drawn),-57,-153,4,-218,-12,20,-4,-18,-0.3,-4,.
Cc1ccccc1NC(=O)CN1CCC(NC(=O)Nc2ccccc2)CC1,0,6,2,-8,12,-4,-6,14,-1.9,0,-3
N#Cc1ccsc1NC(=O)CN(Cc1ccccc1)Cc1ccccc1,-24,21,-8,5,3,-2,3,11,6.3,-2,-2
Fc1cccc(Cl)c1C1Nc2cccc3cccc(c23)N1,-27,12,-1,5,10,-2,-7,7,-0.8,-11,1
CCN(CC)C(=O)CSc1nnc(-c2ccccn2)n1-c1ccc(C)c(C)c1,-15,14,10,12,2,-3,1,1,-2.4,3,6
O=C(Nc1cccnc1)c1ccc(COc2ccccc2Br)o1,-32,-8,-5,-94,-11,-8,-3,26,1.1,-8,7
Cc1ccc(C(=O)N/C(=C\c2cn(C)c3ccccc23)C(=O)N2CCN(C)CC2)cc1,-7,-2,-9,12,9,-2,-10,-7,-0.5,6,4
CC1CCN(C(=O)c2[nH]cnc2C(=O)Nc2ccccc2)CC1,0,-6,0,-19,2,-11,0,-5,-1.3,1,.
O=C1COc2ccc(C(=O)COC(=O)C3CCN(S(=O)(=O)c4cccs4)CC3)cc2N1,-5,-2,7,10,-6,-4,11,-15,2.1,1,-1
O=c1[nH]c(Cc2ccccc2)nc2ccccc12,-5,10,1,16,9,-2,0,-15,-0.2,6,-1
Cc1cc(C)cc(NC(=S)N2CCC(NC(=O)c3ccccc3C)CC2)c1,-4,5,1,3,-11,4,-4,-9,0.5,1,4
CC1=C(c2ccc(Cl)cc2)[N+](=O)C(C)(C)N1[O-],-28,5,5,19,-4,-18,-5,-16,0.5,1,2
Nc1nc(COC(=O)C2CC(=O)N(CCc3ccccc3)C2)nc(Nc2ccccc2)n1 (stereo not drawn),-12,-4,-7,-9,-3,-2,15,-4,0.0,7,1
Clc1ccc(OCc2nn3c(-c4ccncc4)nnc3s2)cc1,-16,10,-4,12,10,.,2,13,1.4,11,3
COc1ccc(NC(=O)CSc2ccc(-c3ccco3)nn2)cc1,-36,-27,1,-58,-7,-11,0,-6,-0.4,-4,10
NNC(=O)CNC(=O)c1ccccc1F,-12,-6,-2,13,-8,-5,-2,-11,4.3,10,-4
COc1ccc(NC(=O)CN(C)C(=O)CN2C(=O)c3ccc([N+](=O)[O-])cc3C2=O)cc1,2,-9,0,8,7,.,2,9,-0.1,-1,-11
Cc1cc(N=Cc2c(O)n(-c3ccc4c(c3)OCO4)c(=O)c3ccccc23)ccn1,-19,8,1,3,75*,.,3,40,-1.6,16,-1
O=C(Nc1cccc(-c2cnc3ccccc3n2)c1)c1ccncc1,-66,-12,2,-82,-2,-3,-2,4,-0.6,29,-3
COc1ccc(NS(=O)(=O)c2cccc(C(=O)NCc3ccco3)c2)cc1,-5,5,4,19,11,-2,7,9,-0.4,-6,5
NS(=O)(=O)c1ccc(CCNC(=O)COC(=O)c2cc([N+](=O)[O-])ccc2N2CCOCC2)cc1,4,1,-5,11,-35,-15,5,-5,-0.2,4,-1
CCOC(=O)c1n[nH]n2c1nc(=S)c1ccccc12,1,-12,5,-11,-4,-18,-6,-3,0.8,18,.
CCN1CCCc2cc(CN(CCN3CCOCC3)C(=S)Nc3ccc(OC)c(OC)c3)ccc21,-3,5,-5,14,-9,-1,-8,9,-0.1,-1,3
CC(C)(C)NC(=O)COC(=O)c1ccc(Cl)cc1O,0,-8,-2,8,-3,-5,4,13,0.4,-16,2
CCOc1c(Br)cc(CNc2ncn[nH]2)cc1OC,8,20,-3,10,4,1,-3,4,1.2,-2,-3
CC1=NN(C(N)=S)C(=O)C1N=Nc1ccc(S(N)(=O)=O)cc1 (stereo not drawn),-11,-10,-1,7,5,7,10,2,-0.6,2,-4
O=C1NC(c2ccccc2)=CC(c2ccccc2)N1 (stereo not drawn),-13,20,-1,6,-6,-8,-7,-46,-0.3,3,-1
CCOC(=O)CSc1nc2sc(C)c(C)c2c(=O)n1C,10,1,3,20,-9,-6,-5,10,1.4,-2,0
COc1cc(C2N(c3ccccc3)CCN2c2ccccc2)ccc1OC(C)=O,-40,-62,-1,-86,-18,-2,-3,-17,2.1,-9,0
COc1cc2oc(=O)cc(CN3CCN(C(C)=O)CC3)c2cc1Cl,6,-1,4,8,.,-5,.,-24,-0.1,4,.
COCCn1c(SCC(=O)NC2CCCC2)nnc1C(C)C,-18,14,-1,6,-3,-4,-12,4,1.1,-1,1
CCOC(=O)C1=C(CN2CCCCC2)NC(=O)NC1c1cc(C)ccc1C (stereo not drawn),-20,-1,-2,-72,1,-8,-2,-7,-2.1,0,2
Cc1ccc(N2CCN(C(=S)Nc3ccc(Cl)cc3)CC2)cc1,9,16,2,10,2,-20,-3,13,-0.6,-1,.
CCc1ccccc1NC(=O)CN(C)Cc1c(O)ccc2ccccc12,-12,7,0,22,11,-18,1,10,1.4,-4,-1
O=C(/C=C/c1ccc(Cl)cc1Cl)NCc1ccncc1,-32,-56,-8,-101,-8,-6,-9,8,0.8,20,3

# Screens: PubChem, several laboratories
